mHtt clearance: compounds clearing mutant huntingtin protein | HeLa Exon1htt(103Q)mCFP, aggregate imaging; zero = plate's median compound well | inhibition, % at 1.5 µM | hit rate 0.42% among 47,000 | AID 853;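 active = inhibition of aggregate fluorescence above about 70%, also judged a hit by eye on the cell image, limit read from the data, passing the limit was not always enough; inconclusive = no rule stated for this call; inactive = not judged a hit on image review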;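 also: cells exposed to compound for three days before fixation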
mHtt clearance grain fraction: recorded beside mHtt clearance, whose call it bears; fraction fluorescence in grains; measured here: aggregate grain fluorescence fraction; stronger effect = lower value;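 scaled fraction of total cell fluorescence in grains with unit not stated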
* marks the source's active call; other numbers are inactive results; u = inconclusive; x = not tested or not shown. Some of the compounds tested (hit frequency here may not be typical).

mHtt clearance | mHtt clearance grain fraction | smiles
21 | 32 | O=C(Cn1c(=O)[nH]c2ccsc2c1=O)NC1CCCCC1
18 | 17 | CC(C)(C)c1ccc(C(=O)/C=C2\NC(=O)CS2)cc1
32 | 12 | CCOC(=O)Nc1oc2ccccc2c(=O)c1CN1CCOCC1
-20 | 23 | Cc1cc(C)n2nc(C(=O)Nc3cccnc3)nc2n1
30 | 28 | O=C1c2cccnc2C(=O)N1c1ccccc1-c1ccccc1
-152 | 99 | N#Cc1c(-c2cccnc2)c2c([nH]c1=S)CCCC2
-60 | 34 | COC(=O)c1cc(OC)c(OC)cc1NC(=O)CC1CCCCC1
-3 | 31 | O=c1[nH][nH]c(-c2ccccc2)c1C=Nc1ccccc1Cl
-50 | 27 | COc1ccc(CC(=O)OCC(=O)Nc2ccc(Cl)cn2)cc1
14 | 17 | COc1ccc(OC)c(S(=O)(=O)NCc2cccnc2)c1
8 | 34 | CCOC(=O)CSC1=C(C#N)C(c2ccc(Cl)cc2)CC(=O)N1 (configuration not stated)
-88 | 58 | COCC(C)NC(=O)c1cc(-c2ccccc2OC)on1 (configuration not stated)
-19 | 34 | Cc1cc(C(=O)OCC(=O)N(C)C2CCS(=O)(=O)C2)c(C)n1-c1ccccc1 (configuration not stated)
20 | 32 | O=C1C(C=NCCCN2CCOCC2)=C(O)c2ccccc21
21 | 28 | CCNc1nc(NCC)n2c(SCC(=O)O)nnc2n1
-4 | 38 | CC(C)CCNC(=O)CN(CC1CCCO1)C(=O)CCC(=O)Nc1nccs1 (configuration not stated)
-98 | 63 | CC(C)C1C(c2ccccc2)N(C)C(c2ccccc2)CC1(O)c1ccccc1 (configuration not stated)
-69 | 35 | O=c1[nH]c2cc(Cl)cc(Cl)c2[nH]c1=O
-2 | 23 | CSc1ccc(S(=O)(=O)Nc2ccc(S(=O)(=O)Nc3ccc(C)cc3)cc2)cc1
-2 | 22 | COc1ccc(Nc2nc(N)nc(C(F)(F)F)n2)c(OC)c1
-28 | 27 | Cc1ccccc1N1CCN(S(=O)(=O)c2ccc3oc(=O)ccc3c2)CC1
-120 | 39 | COc1cc(NS(=O)(=O)c2ccc(NC(=S)NC(=O)CC(C)C)cc2)nc(OC)n1
11 | 25 | CCCCOCCCNc1ncnc2c1[nH]c1ccccc12
33 | 25 | CCC(=O)N1CCn2c1nc1ccccc12
-33 | 24 | COC(=O)c1[nH]c2cc(OC)ccc2c1NC(=O)CN1CCC(C(N)=O)(N2CCCCC2)CC1
2 | 31 | CCOC(=O)c1sc(=S)n(-c2ccc(F)c(F)c2)c1N
11 | 32 | Cc1cc2c(c(=O)o1)C1(C(=O)N(CC(=O)O)c3ccccc31)C(C#N)=C(N)O2 (configuration not stated)
-36 | 41 | Cc1ccc(N(CC(=O)O)S(=O)(=O)c2cccc3nonc23)cc1
-46 | 30 | O=C(CSc1ccccc1)NCc1ccco1
-13 | 39 | Cc1nn(-c2ccc(C(=O)Nc3nnc(C4CC4)s3)cc2)c(C)c1Cl
23 | 16 | CCOC(=O)C1=C(CSc2nccn2C)NC(=O)NC1c1ccc2c(c1)OCO2 (configuration not stated)
-8 | 19 | C#CCN1C(=O)C(O)(CC(=O)c2cccc(OC)c2)c2ccccc21 (configuration not stated)
-25 | 27 | CCOC(=O)c1ccc(S(=O)(=O)N2CCN(S(=O)(=O)CC)CC2)cc1
-7 | 41 | CCOC(=O)C1CCN(C(C)=C2C(=O)c3ccccc3C2=O)CC1
-2 | 19 | c1coc(CNc2nc3ccccc3n2CCN2CCOCC2)c1
24 | 14 | CN=Cc1nc(-c2ccccc2)oc1O
-5 | 49 | Cn1c(NC(=O)CCC2CCCCC2)cc(=O)n(C)c1=O
39 | 27 | CC(C)c1nnc(NC(=O)c2c(O)c3cccc4c3n(c2=O)CCC4)s1
-8 | 43 | Nc1n[nH]c(S(=O)(=O)CCCc2ccccc2)n1
-8 | 26 | CCCCN(CC)c1nc(-c2ccncc2)nc2ccccc12
13 | 17 | CCc1cc(=O)oc2cc(OCC(=O)OC)c(Cl)cc12
-45 | 27 | COc1ccc(C2CC(C(F)(F)F)n3ncc(C(=O)NCc4cccnc4)c3N2)cc1OC (configuration not stated)
-30 | 55 | COc1ccc(NC(=O)CS(=O)CC(=O)NC2CCCc3ccccc32)cc1 (configuration not stated)
-58 | 29 | Cn1c(SCC(=O)N2CCN(Cc3ccccc3)CC2)nnc1-c1ccncc1
21 | 14 | COc1ccc(S(=O)(=O)N2CCOCC2)cc1C(C)C
40 | 11 | Cc1sc2c(c1C)c(=O)nc1scc(C)n12
-44 | 44 | CC(=O)c1ccc(NC(=O)c2cc(CC(C)C)on2)cc1
-10 | 18 | CCOC(=O)C1=C(C)N(C)C(C)=C(C(=O)OCC)C1c1ccncc1
24 | 25 | O=C(NCCN1CCOCC1)c1ccc(F)cc1
0 | 19 | Cc1cc(C)c(C)c(OCC(=O)NCC2CCCO2)c1 (configuration not stated)
-40 | 52 | CN(C)C(=O)CSc1nnc(CCCCCNC(=O)OC(C)(C)C)o1
-37 | 43 | COC(=O)c1sccc1-n1cccc1C(=O)C(=O)N1CCCCC1
-1 | 36 | COc1ccc(-n2c(C)nc3c(cnn3-c3ccc(C)c(C)c3)c2=O)cc1
-5 | 20 | O=C(C1=C(O)C(=O)N(Cc2ccccc2)C1c1cccnc1)c1ccco1 (configuration not stated)
-21 | 19 | O=c1c2c(nc3nc[nH]n13)CCC2
41 | 10 | COc1c(F)c(F)c(C(=O)Nc2ccccc2N2CCN(C(=O)C(C)C)CC2)c(F)c1F
-4 | 38 | COc1ccc(/C(O)=C2/C(=O)C(=O)N(CCCC(=O)O)C2c2ccc(OC)cc2)cc1 (configuration not stated)
47 | 9.8 | Cc1ccc(N2C(=O)c3ccc(C(=O)N4CCN(c5cccc(C)c5C)CC4)cc3C2=O)cc1
16 | 17 | COCCNC(=O)C1(C)Oc2ccccc2NC1=O (configuration not stated)
-3 | 35 | CCOC(=O)C(CC)Sc1nc(N)c(NC(=O)c2ccc(OC)c(OC)c2)c(=O)[nH]1 (configuration not stated)

(list continues)
mHtt clearance | mHtt clearance grain fraction | smiles
3 | 19 | Fc1ccccc1CSc1nnc(-c2ccccc2)o1
17 | 16 | O=C1c2cccnc2C(O)N1Cc1ccc(F)cc1 (configuration not stated)
-3 | 41 | COc1ccc(CCN2CC(O)=C(c3nc(C)cs3)C2=N)cc1OC
73* | 5.3* | CCOC(=O)c1sc2nccc(N(C)C)c2c1N=CNOC
39 | 21 | O=C(CCSc1nc2cc(Cl)ccc2o1)N1CCOCC1
19 | 16 | COc1ccccc1NS(=O)(=O)c1ccc(NC(=O)c2nc3ncccn3n2)cc1
5 | 18 | COc1cc(S(=O)(=O)NC2CCCCC2)ccc1F
-17 | 55 | COc1cccc(-c2nnc(NC(=O)C(C)C)o2)c1
u | x | Cn1c(=O)c(=O)n(C)c2cc(S(=O)(=O)CCC(=O)N3CCOCC3)ccc21
-66 | 64 | CCOc1ccc(N2C(=O)CN=C2Nc2ccccc2Cl)cc1
-60 | 31 | COc1cc2c(cc1OC)C(C(C)C)=NC(C)(C)C2
-46 | 58 | COc1ccc(C2C(=O)c3ccccc3C2=O)c(OC)c1
-8 | 19 | CC(C)C(NC(=O)c1cccs1)C(=O)NC1=NCCS1 (configuration not stated)
1 | 18 | Cc1csc(NC(=O)c2c(O)c3c(n(CC(C)C)c2=O)CCCC3)n1
7 | 19 | O=C(CCCN1C(=O)c2ccccc2C1=O)NCc1ccco1
-24 | 42 | Cc1csc(NC(=O)CSc2nnc(-c3cccs3)n2C)n1
-4 | 23 | Cc1ccc(OCC(O)CN2CCN(CC(O)COc3ccc(C)cc3Cl)CC2)c(Cl)c1 (configuration not stated)
-18 | 46 | O=C(CSc1nc2ccccc2o1)N1c2ccccc2Sc2ccc(Cl)cc21
-8 | 20 | Cc1nc2c([nH]c3ccc(Br)cc32)s1
30 | 16 | CN(C)c1ccc(-c2nnn(Cc3ccccc3Br)n2)cc1
-4 | 17 | CC1CCN(c2oc(-c3cccc4ccccc34)nc2C#N)CC1
-32 | 28 | COc1cc(S(=O)(=O)N2CCN=C2c2ccccc2)ccc1F
13 | 16 | COc1ccc(CN(C(C)=O)c2cccc(C)c2C)cc1
29 | 16 | CC(C)CC(NC(=O)c1ccc(Cl)cc1Cl)C(=O)O (configuration not stated)
23 | 29 | C/C(=N\n1c(C)cc(C)c(C#N)c1=O)c1cccs1
-151 | 131 | Clc1ccc(-c2nnc(SCc3nc(-c4ccccc4)no3)o2)cc1
-22 | 53 | CC1(C)CC(=O)C2=C(C1)N(c1ccc(F)cc1)C(N)=C(C#N)C2c1cccs1 (configuration not stated)
-11 | 21 | Cn1nnnc1SCCNCc1cccc2ccccc12
-21 | 46 | CCOC(=O)C1CCCc2c1[nH]c1c(C(=O)O)cccc21 (configuration not stated)
6 | 36 | O=C(NCc1cc(C(F)(F)F)cc(C(F)(F)F)c1)C1CC(c2cccc([N+](=O)[O-])c2)=NO1 (configuration not stated)
-7 | 30 | O=CN1CCN(C(=O)c2ccccc2Cl)CC1
-8 | 23 | CCOC(=O)c1nnc(-c2ccccc2)nc1Sc1c(Cl)cccc1Cl
-27 | 26 | CCOC(=O)c1ccc(N2C(=O)CC(Sc3nc(O)c(CC)c(=O)[nH]3)C2=O)cc1 (configuration not stated)
-15 | 45 | COc1ccc(C(O)c2nccn2Cc2ccccc2)cc1OC (configuration not stated)
-3 | 35 | CCCCn1c(SCC(=O)c2ccc3c(c2)OCCO3)nnc1-c1ccoc1C
11 | 38 | Cc1ccc(-n2c(SCC(=O)N3CCOCC3)nnc2-c2cccnc2)cc1C
37 | 27 | O=C(CN(Cc1cccs1)C(=O)CN1C(=O)COc2ccccc21)NCc1ccco1
44 | 20 | Cc1ccc(Nc2nc3nonc3[nH]c2=O)cc1
u | x | O=C(c1ccco1)N1CCN(C(c2ccc(Cl)cc2)c2nnnn2Cc2ccccc2)CC1 (configuration not stated)
-66 | 30 | Nc1nc(SCc2ccc3c(c2)OCO3)n[nH]1
36 | 19 | COCCn1c(Cc2ccccc2)nnc1SCc1nc2ccccc2c(=O)[nH]1
0 | 43 | CCN1CCN(c2nc3c(c(=O)n(C)c(=O)n3C)n2CCSc2nccc(C)n2)CC1
-8 | 50 | O=C(O)CCn1[nH]c(=O)ccc1=O
-39 | 51 | CCOC(=O)CSc1nc(N)c(C#N)c(CC(C)C)c1C#N
44 | 10 | Cc1ccccc1C(NC(N)=O)c1ccccc1 (configuration not stated)
-5 | 19 | Cc1ccc(NC(=O)CSc2nnc(-c3ccccc3C)o2)cc1C
35 | 14 | CCOC(=O)CSc1nnc(C)n1N
u | x | C[N+]1(CCNC(=O)/C=N/O)CCCCC1
51 | 9.9 | COc1ccccc1CN1C(=O)CCC1(C)C(=O)NC1CCCCCC1 (configuration not stated)
32 | 13 | OC(COc1ccccc1)CSc1ncn[nH]1 (configuration not stated)
-40 | 53 | Cc1ccc(NC(=O)CN2CCC(NC(=O)Cc3ccccc3)CC2)cc1C
-16 | 35 | O=C(C1CCCCC1)N1CCN(S(=O)(=O)c2ccc(Cl)cc2)CC1
5 | 17 | CCC(=O)/C=C1/Sc2ccccc2N1CC
-83 | 59 | Cc1cc(=O)[nH]c(N/N=C/c2ccco2)n1
12 | 26 | Cc1nn2c(N3CCN(C(=O)c4ccco4)CC3)cc(C(C)(C)C)nc2c1-c1ccc(Cl)cc1
10 | 19 | Cn1c(=O)c2c(nc(NCCCO)n2Cc2cccc(Br)c2)n(C)c1=O
26 | 16 | Nc1ccc(C(=O)N/N=C/c2ccccc2)cc1
47 | 8.9 | Cc1cc2oc(C(=O)NCc3ccc4c(c3)OCO4)c(C)c2cc1C
13 | 18 | CS(=O)(=O)N1CCN(C(=O)CCC2CCCC2)CC1
-11 | 34 | COc1ccc(CC(=O)NCc2nnc(SCC(=O)Nc3nccs3)n2-c2ccccc2)cc1

The listing continues.
mHtt clearance | mHtt clearance grain fraction | smiles
13 | 34 | O=C(Nc1cccc(F)c1)c1ccc(S(=O)(=O)NCC2CCCO2)cc1 (configuration not stated)
-3 | 19 | Cc1cc(=O)[nH]c2c1c(C)nn2C1CCCC1
-26 | 40 | COc1ccc(CNC(=O)CCCOc2cc(=O)n(C)c3ccccc23)cc1
31 | 14 | COc1ccc2c(c1)c(C(O)CN1CCC3(CC1)OCCO3)c(C)n2C (configuration not stated)
30 | 28 | CC(=O)N1CCC(N(CCCOC(C)C)C(=O)Nc2ccc(C)c(C)c2)CC1
-27 | 26 | O=S(=O)(NCCSc1nnc(-c2ccco2)n1-c1ccccc1)c1ccccc1
10 | 35 | COc1cccc(Cn2cccc(NC(=O)Nc3ccc(C#N)cc3)c2=O)c1
-16 | 24 | Cc1nc(N2CCN(S(=O)(=O)c3ccccc3)CC2)c2cc(-c3ccccc3)sc2n1
12 | 17 | CC12CN3CC(C)(CN(C1)C3c1ccc3c(c1)OCO3)C2=O (configuration not stated)
-15 | 35 | COc1ccc2c(c1)N(C)C(=O)CC(c1ccccc1)=N2
0 | 16 | Nc1nc(SCc2nc3scc(-c4cccs4)c3c(=O)[nH]2)n[nH]1
-31 | 25 | O=C(Nc1ccc2c(c1)OCO2)c1cccc(Cl)c1

Single records, as listed above. Screens in order: mHtt clearance, mHtt clearance grain fraction
Profile of `O=S(=O)(NCCSc1nnc(-c2ccco2)n1-c1ccccc1)c1ccccc1` = -27, 26
Profile of `O=C(Nc1ccc2c(c1)OCO2)c1cccc(Cl)c1` = -31, 25
Profile of `COc1ccc2c(c1)N(C)C(=O)CC(c1ccccc1)=N2` = -15, 35
Profile of `COc1ccc2c(c1)c(C(O)CN1CCC3(CC1)OCCO3)c(C)n2C` (configuration not stated) = 31, 14
Profile of `Cc1nc(N2CCN(S(=O)(=O)c3ccccc3)CC2)c2cc(-c3ccccc3)sc2n1` = -16, 24

Grouped by structure: the compounds so far with bromine (three)
mHtt clearance | mHtt clearance grain fraction | smiles
-8 | 20 | Cc1nc2c([nH]c3ccc(Br)cc32)s1
30 | 16 | CN(C)c1ccc(-c2nnn(Cc3ccccc3Br)n2)cc1
10 | 19 | Cn1c(=O)c2c(nc(NCCCO)n2Cc2cccc(Br)c2)n(C)c1=O

From PubChem BioAssay
